HT1080 IDH1KD tx: toxicity to HT-1080 IDH1 knockdown cells (counter line); Potency, µM (top dose mostly 46.1 µM), without a hit: at the top dose activity, negative = toxicity, usual class: cytotoxic; AID 686971; HT-1080 IDH1 knockdown viability, ATP luminescence, 48 h; 360,000 compounds, 2% hits;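 also: potency is read from the fitted curve at half-maximal effect; 0% = DMSO wells and -100% = cell-free medium wells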
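Luminescent ATP read-out (CellTiter-Glo, 10 min at room temperature) after 48 h compound exposure at 37 °C gave viability of IDH1-knockdown HT-1080 cells. Activity was normalised to DMSO and cell-free wells, then fitted as concentration-response curves.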
IL-1B inflam inh: blocks inflammasome-driven IL-1 beta release; THP-1 LPS/ATP IL-1B secretion, AlphaLISA, 16 h; stronger effect = lower value; activity change, % at 57.5 µM; 360,000 compounds, 4.7% hits; AID 743279; in the data active = activity change below about -50%; inconclusive = mostly about -30% to -49%; also: % is scaled to controls: 0 for no effect and ±100 for the full control effect
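THP-1 cells pretreated 1 hr with compounds (up to 57.5 uM final), then stimulated with LPS (250 ng/mL final) plus ATP (1.25 mM final); secreted IL-1B measured by AlphaLISA after 16 hr, decreased signal indicating inhibition.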
MCF10A rereplic: induces DNA re-replication in MCF 10a normal breast cells; Potency, µM (doses to about 46.1 µM), for the others: at the highest dose activity, positive = re-replication, usual class: activators; MCF 10A DNA re-replication, Hoechst nuclear intensity, 48 h; 350,000 compounds, 2.9% hits; also: potency is read from the fitted curve at half-maximal effect; % of control where 0% means no effect; nearly all actives have a fitted effect of over 50% in size
KB-3-1 tox: KB-3-1 parental cell cytotoxicity; KB-3-1 viability, CellTiter-Glo ATP luminescence, 72 h; Potency, µM (titrated, usually from 46.1 µM), for the others: at the top dose activity change, negative = cytotoxic, usual class: cytotoxic; 400,000 compounds, 1.4% hits; AID 1347075; also: potency is read from the fitted curve at half-maximal effect; % is scaled to controls: 0 for no effect and ±100 for the full control effect; nearly all actives have a fitted effect of over 60% in size
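KB-3-1 parental drug-naive adenocarcinoma cells in DMEM/10% FBS, incubated 72 h at 37 C with pin-transferred compounds across a concentration series. Viability by CellTiter-Glo luminescence; concentration-response curves fitted after normalization.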
HT1080NT lethal: kills 2HG-producing HT-1080-NT fibrosarcoma cells. Potency, µM (top dose mostly 46.1 µM), without a hit: top-dose activity, negative = less viability, hits mostly cytotoxic. 360,000 compounds, 1.6% hits. AID 686970. HT-1080-NT fibrosarcoma viability, CellTiter-Glo ATP luminescence, 48 h;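 also: NT is the 2HG producing partner of a matched IDH1 knockdown line; potency is read from the fitted curve at half-maximal effect; 0% = DMSO-treated cells and -100% = media-only wells without cells; nearly all actives have a fitted effect of over 55% in size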
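Read-out is CellTiter-Glo luminescence after 10 minutes at room temperature, following 48 hours' compound treatment of HT-1080-NT cells (750 cells/well, RPMI, 5% FBS, 37 degrees C).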
HEK293 tox: cytotoxicity in counter-screen for GLP-1R inverse agonists; HEK293 cAMP-luciferase reporter cells, luminescence, 24 h; Potency, µM (top dose mostly 38.3 µM), for inactives: at the top dose activity change, negative = inhibition, hits mostly inhibitors; 410,000 compounds, 0.13% hits;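 also: loss of luciferase light is scored as toxicity; potency is read from the fitted curve at half-maximal effect; % is scaled to controls: 0 for no effect and ±100 for the full control effect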
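To flag toxic compounds, the library was rerun on cells for 24 hr at 37 deg C and 5% CO2. Viability-linked luminescence was captured 12 min after adding luciferase detection reagent.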
DRD3 agonist: activates the human D3 dopamine receptor. P35462. D3R DiscoveRx beta-arrestin cells, luminescence, 90 min. max activation, %. 410,000 compounds, 0.58% hits. AID 652048; in the data active = max activation above about 30%; also: 0% is about no effect; mostly tested at two doses, the higher about 12 µM
Target sequence (P35462 whole entry, looked up): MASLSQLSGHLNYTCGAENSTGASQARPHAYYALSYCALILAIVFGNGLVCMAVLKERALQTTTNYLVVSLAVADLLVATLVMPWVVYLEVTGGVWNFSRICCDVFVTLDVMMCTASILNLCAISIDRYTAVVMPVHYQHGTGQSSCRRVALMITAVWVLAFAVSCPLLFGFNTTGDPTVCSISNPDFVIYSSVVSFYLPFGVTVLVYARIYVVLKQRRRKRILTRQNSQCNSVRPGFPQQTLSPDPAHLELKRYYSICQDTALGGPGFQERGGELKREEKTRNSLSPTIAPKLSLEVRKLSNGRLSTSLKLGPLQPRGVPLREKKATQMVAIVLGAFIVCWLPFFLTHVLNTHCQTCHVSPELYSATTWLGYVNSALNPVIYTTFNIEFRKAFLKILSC
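Agonist mode: compounds and dopamine controls were applied to plated cells for 90 min at 37 degrees C after an overnight attachment at 1500 cells/well. Luminescent read-out followed 30 - 60 minutes at room temperature with DiscoveRx detection reagent.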
KB-V1 MDR tox: kills drug-selected multidrug resistant KB-V1 cells | KB-V1 MDR cells viability, CellTiter-Glo, 72 h | Potency, µM (series often up to 46.1 µM), for inactives: top-dose activity change, negative = cytotoxicity, usual class: cytotoxic | 400,000 compounds, 3.4% hits | AID 1347076; also: potency is read from the fitted curve at half-maximal effect; % is scaled to controls: 0 for no effect and ±100 for the full control effect; nearly all actives have a fitted effect of over 60% in size
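Cytotoxicity via CellTiter-Glo luminescence after 72 h compound exposure at 37 degrees C. Cells: drug-selected KB-V1 line, DMEM phenol-red free plus 10% FBS. Compounds tested at multiple concentrations; normalized data fitted to concentration-effect curves.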
SW480 rerep: inducers of DNA re-replication in SW480 colon cancer cells; 340,000 compounds, 1.8% hits; Potency, µM (titrated, usually from 46.1 µM), for inactives: at the top dose re-replication activation, hits mostly activators; SW480 DNA re-replication, Hoechst DNA content imaging, 48 h; AID 624297; also: potency is read from the fitted curve at half-maximal effect; % of control where 0% means no effect; nearly all actives have a fitted effect of over 55% in size
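Quantitative HTS format with DMSO vehicle controls; 48 hr drug incubation at 37 C, then 40 min Hoechst staining and scanning imager measurement at 405 nm excitation.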
* marks the source's active call; other numbers are inactive results; ? = inconclusive; nt = not tested or not shown; [ ] = dose if it differs, or a comment. Unless noted, calls follow the shape of the dose curve; as a rule, active = well fitted curve in the direction sought with a large enough effect; inconclusive = small, poorly fitted or top-dose-only effect, or another doubt; inactive = no such curve, though single readings can be large; an effect the other way counts as inactive or inconclusive.

structure	HT1080NT lethal	HT1080 IDH1KD tx	KB-3-1 tox	DRD3 agonist	SW480 rerep	IL-1B inflam inh	KB-V1 MDR tox	MCF10A rereplic	HEK293 tox
Cc1nn(CC(=O)Nc2ccc3c(c2)OCO3)c(C)c1Cl	-12.7%	0.4%	4.7%	-2.5	0.1%	-15.1	-0.7%	0.4%	9.6%
CCOC(=O)C1(CCOc2ccccc2)CCN(Cc2ccc(OCC)c(CO)c2)CC1	?	-22.1%	0.0%	-8.8	17.8%	-23.9	?	?	0.0%
Clc1ccc(Cn2cc(/C=N/n3cnnc3)c3ccccc32)cc1	?	-2.8%[9.24 µM]	-11.7%	3.8	-4.4%	-10.5	?	18.0%	-8.2%
CN(C)c1ccc(/C=N/NC(=O)C(O)c2ccc(Br)cc2)cc1 (stereo not drawn)	-5.6%	-2.7%	-7.0%	0.8	5.4%	-3.9	?	-0.7%	-4.7%
CC(=O)Nc1nc(C)nc(-c2ccccc2)c1C(C)=O	-0.6%	0.6%	1.2%	2.3	-3.5%	6.1	0.0%	18.5%	-6.0%
CSc1ncc(Cl)c(C(=O)Nc2cc(C)ccc2C)n1	4.5%	14.2%	-7.4%	-13.4	1.1%	25.6	3.7%	0.1%	9.1%
CC(C)N1C(=O)c2ccccc2NC(=O)C1C(=O)NCc1ccccc1 (stereo not drawn)	12.5%	15.8%	3.5%	-3.1	nt	19.3	-12.8%	nt	12.3%
Nc1ccc(-c2nc3ncccc3o2)cc1	8.0%	2.2%	2.5%	5.4	-6.7%	0.0	?	6.6%	-4.5%
COc1ccc(OC)c(NC(=O)COC(=O)C2CCC2)c1	3.7%	8.5%	12.4%	-1.9	-7.9%	0.0	5.5%	4.8%	-7.3%
CC1CCN(C(=S)NC(=O)c2ccc(F)cc2)CC1	8.9%	-5.1%	0.0%	-5.5	-7.0%	-3.6	3.0%	7.0%	?
CC1(C(=O)Nc2ccc3[nH]ncc3c2)CCN1C(=O)CC(c1ccccc1)c1ccccc1 (stereo not drawn)	-0.8%	-1.2%	0.0%	3.8	nt	-15.0	-4.7%	nt	1.8%
COc1ccccc1NC(=O)c1sc2ncn(Cc3ccccc3Cl)c(=O)c2c1C	nt	nt	4.1%	0.9	nt	nt	5.7%	nt	32.1%[activator]
CCc1ccc(CNC(=O)Cc2ccc(NC(=O)C3=C(C)OCCS3)cc2)cc1	0.82µM*	1.3µM*	1.16µM*	-5.5	?	44.4	1.16µM*	?	?
CC(=O)Nc1nonc1-c1nnc(SCc2ccc(Cl)cc2)n1C	nt	nt	4.6%	4.4	nt	nt	-5.4%	nt	0.6%
COc1ccc(C(C(=O)NC2CCCC2)N(C(=O)c2snc(-c3ccc(F)cc3)c2N)c2cccc(F)c2)cc1 (stereo not drawn)	-1.6%	0.0%	-13.0%	-0.7	20.6µM*	39.8	-19.5%	?	1.4%
Cc1cccc(/C=N/NC(=O)c2cc(C3CC3)nc3ccccc23)n1	0.5%	0.7%	3.8%	2.7	-4.8%	45.3	23.8%	-0.9%	-9.4%
Cc1c(C(=O)N2CCOCC2)oc2ccc(S(=O)(=O)N3CCCC3)cc12	4.0%	1.7%	-0.2%	1.4	-13.1%	-23.5	-0.9%	6.6%	1.3%
CCN(C[C@H]1N[C@@](C)(C(=O)OC)[C@H]2C(=O)N(Cc3ccccc3)C(=O)[C@@H]12)S(=O)(=O)c1ccc(C(C)(C)C)cc1	-12.4%	-5.0%	-7.4%	1.2	-18.1%[9.22 µM]	-12.1	-3.8%	9.9%	2.6%
Clc1ccc(N2CCN(Cc3ccc(Br)o3)CC2)cc1	-10.6%	-1.4%	10.5%	-22.2	-3.3%	0.9	0.0%	0.2%	7.3%
O=C(O)c1ccc(N=Cc2nc(-c3ccco3)oc2O)cc1	0.6%	-2.0%	-0.2%	-1.2	-2.8%	-16.5	-2.2%	9.3%	-15.3%
COc1ccccc1NS(=O)(=O)c1ccc2c(c1)n(C)c(=O)n2C	-4.1%	-23.8%	-27.6%	-3.5	-6.8%	17.3	?	-0.8%	2.3%
Cc1cccc2[nH]c(CN(C)C(=O)C3CCC(=O)N(CCc4ccccc4)C3)nc12 (stereo not drawn)	-10.5%	-6.3%	-4.8%	-7.3	16.7%	0.0	-6.6%	1.8%	-0.7%
Cc1cccc(NC(=S)NN2CCN(C)CC2)c1	6.4%	10.7%	-3.7%	6.3	-5.6%	17.4	-1.6%	-0.4%	-13.8%
Cc1ccsc1-c1cc(C(=O)O)c2c(ccc3ccccc32)n1	3.5%	0.3%	5.2%	2.0	4.9%	11.5	0.0%	5.4%	-1.1%
COC(=O)c1[nH]c2cc(OC)c(OC)cc2c1NC(=O)CN1C[C@H]2C[C@@H](C1)c1cccc(=O)n1C2	15.2%	5.9%	0.0%	10.2	-34.1%[inhibitor]	6.6	0.6%	4.1%	3.8%
COC(=O)c1ccc(C(=O)OC)c(NC(=O)CN(C)Cc2ccccc2)c1	-3.7%	-16.8%	-7.3%	9.0	0.2%	7.6	-19.1%	?	-3.8%
Cn1c(SCC(=O)N2CCOCC2)nnc1-c1cccc(NC(=O)c2ccccc2F)c1	-0.9%[9.24 µM]	-1.4%	0.6%	3.9	-0.6%	-5.5	1.1%	-3.3%	8.2%
CCOc1ccc(Cc2nc(N)nc(N)n2)cc1	1.5%	0.5%	-2.2%	1.2	-4.2%	3.7	-0.1%	177.9%[0.0737 µM]	8.5%
O=C(O)C1CC(=O)N(c2ccc(F)cc2)C1 (stereo not drawn)	16.7%	1.0%	17.8%	3.7	-6.8%	-2.1	22.7%	6.4%	-11.4%
CCOc1ccc(C2=CSC3=NCCN23)cc1	1.1%	0.3%	-4.4%	8.0	2.2%	-10.8	12.9%	4.3%	-13.2%

(continued)
structure	HT1080NT lethal	HT1080 IDH1KD tx	KB-3-1 tox	DRD3 agonist	SW480 rerep	IL-1B inflam inh	KB-V1 MDR tox	MCF10A rereplic	HEK293 tox
Cc1ccc(NC(=O)c2cc3nc(C)cc(C)n3n2)cc1	6.5%	3.0%	6.4%	0.4	-10.6%	4.6	?	-1.0%	-26.7%
COc1ccc(-c2cccc(-c3nc4ccc(Cl)cn4c3NC3CCCCC3)c2)cc1	6.3%	0.9%	?	5.4	?	-13.1	-23.2%	14.6µM*	-12.3%
COc1ccc(-c2cc(C(=O)Nc3c(C)nn(Cc4ccccc4C)c3C)no2)cc1	nt	nt	0.8%	2.0	nt	nt	0.0%	nt	1.0%
CC1(C(=O)NC2CCCCC2)CCC(=O)N1CCOc1ccccc1 (stereo not drawn)	22.8%	3.8%	-2.0%	-6.2	nt	-3.5	-1.9%	nt	3.2%
C=C(C)Cn1c(SCC(=O)NCc2ccco2)nc2sc3c(c2c1=O)CCC3	3.1%	0.6%	-0.8%	-0.7	0.8%	-6.4	2.8%	20.6%	-21.6%
CCN1C(=O)Nc2cccc3cccc1c23	-17.3%	-26.4%	?	1.1	-9.2%	-7.2	?	17.3%	3.9%
CCOC(=O)C1CCN(c2c(N3CCCCCC3)c(=O)c2=O)CC1	19.9%	15.0%	3.7%	-6.7	-7.5%	-5.4	-1.4%	12.9%	2.0%
COc1cccc(-n2nnnc2SCC(=O)Nc2ccc3c(c2)OCCO3)c1	14.1µM*	?	8.9%	-1.1	-0.5%[9.22 µM]	20.6	1.7%	-1.4%	-21.1%
O=C(NCCOc1ccccc1F)c1cccc(S(=O)(=O)N2CCN(c3ccccc3)CC2)c1	-2.9%	-2.3%	-1.5%	0.9	?	-27.8	13µM*	-0.3%	6.0%
Cc1ccc(NC(=O)C2CCCN(c3ncccn3)C2)cc1F (stereo not drawn)	11.5%	3.7%	-8.5%	-0.5	5.4%	-3.4	16.4µM*	1.6%	6.3%
Cc1cc2occ(CC(=O)N(C)CC(=O)Nc3ccccc3Cl)c2cc1C	5.8%	3.5%	-14.8%	8.2	-2.1%	-15.6	?	-2.4%	13.8%
O=C(N/N=C/c1cccs1)c1ccc(-n2cccc2)cc1	1.3%	18.7%	-4.5%	-3.6	0.8%	-22.7	10.1%	-1.7%	-3.5%
CC1CCCC(NC(=O)COC(=O)/C=C/c2ccc3c(c2)OCO3)C1C (stereo not drawn)	4.5%	17.5%	9.4%	3.7	0.2%	4.1	20.5%	0.3%	-5.4%
CCOC(=O)C1(CCOc2ccccc2)CCN(Cc2cccn2-c2cccnc2)CC1	-22.4%	-12.8%	-17.9%	4.0	-10.9%	?	-5.5%	?	-4.7%
CC(C)c1cccc(C(C)C)c1Nc1cn[nH]c1	?	?	-2.3%	23.9	nt	-1.8	13.2%	nt	-14.0%
Cc1ccc(C2NNC(=O)C2NC(=O)c2ccccc2)cc1 (stereo not drawn)	1.5%	-0.6%[9.24 µM]	-6.7%	-18.1	?	-6.5	-24.6%	1.6%	9.5%
O=C1/C(=C/c2ccccn2)SC(=S)N1c1cccc(O)c1	-1.9%	?	-4.5%	4.2	-20.0%	-13.6	?	?	-19.6%
CCN1CCN(C(=O)Nc2cc(Cl)ccc2OC)CC1	11.9%	21.4%	10.6%	-26.4	-8.3%	-4.7	-17.3%	3.66µM*	6.2%
COc1cc(C)nc(Oc2ccc(/C=N/O)cc2)n1	0.2%	5.1%	2.4%	0.8	-12.4%	4.4	3.3%	-13.0%	2.0%
Cc1cccc(NC(=O)Cn2cccc2)c1	-0.5%	-2.2%	-9.9%	-3.0	-2.9%	0.0	?	1.0%	5.8%

Screening data as filed in PubChem BioAssay.
